Screening results (PubChem)
PTAP TSG101 blk – blocks PTAP/TSG101 interaction to inhibit HIV-1 budding. Q99816. Fluorescence polarization, FITC-PTAP peptide / Tsg101 binding. Potency, µM (top dose mostly 115 µM), for inactives: at the top dose activity change, negative = inhibition, most hits filed as inhibitors. 340,000 tested, under 10 active. AID 493005; active = well fitted inhibition curve with a large enough effect in the main read-out, with a control signal flat, not every such curve was filed as active; inconclusive = small, poorly fitted or top-dose-only effect, or effect the other way, or a change in a side signal; inactive = no such curve, though single readings can be large or run the other way; note: potency is the fitted concentration of half-maximal effect; % of control where 0% means no effect
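Compounds were pin-transferred onto Tsg101 binding domain (10 uM final) in HEPES pH 7.5 buffer, then FITC-PTAP peptide was added at 50 nM final. After 20 min at RT, polarization reported peptide displacement across a qHTS concentration series.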
Tb PFK inh – T. brucei PFK enzyme inhibition; Potency, µM (doses to about 57.5 µM), for inactives: top-dose activity, negative = inhibition, usual class: inhibitors; 0.17% of 330,000 active; T. brucei PFK, ADP-Glo luminescence;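 note: potency is the fitted concentration of half-maximal effect; 0% = uninhibited 1x PFK enzyme wells and -100% = no-enzyme wells; nearly all actives have a fitted effect of over 60% in size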
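PFK 1.25 nM, F6P 0.5 mM, ATP 0.1 mM, 0.1 M TEA pH 8.0, 5 mM MgCl2, 0.01% Tween20, 0.1% BSA; 45 min RT. ADP-Glo readout. qHTS titration up to 57 uM; curves fitted, compounds curve-classed.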
Menin-MLL TR inh – menin-MLL binding inhibition, Texas Red mutant peptide; O00255; Menin + Texas Red MLL mutant peptide, fluorescence polarization; Potency, µM (doses to about 61.6 µM), for inactives: at the highest dose FP activity change, negative = inhibition, actives largely listed as inhibitors; 0.23% of 270,000 active; AID 1768; active = well fitted inhibition curve with a large enough effect in the polarisation, with a control signal flat, not every such curve was filed as active; inconclusive = small, poorly fitted or top-dose-only effect, or effect the other way, or a change in a side signal; inactive = no such curve, though single readings can be large or run the other way; the % refers to the polarisation; note: potency is the fitted concentration of half-maximal effect; % of control where 0% means no effect; many of its hits are not listed in these tables
Integrin act MD – integrin-mediated muscular dystrophy alleviation activation. alpha7betagal myoblasts, beta-gal FDG fluorescence, 48 h. Potency, µM (top dose mostly 38.3 µM), for inactives: top-dose activation, hits mostly activators. 0.064% of 350,000 active. AID 624291;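 note: potency is the fitted concentration of half-maximal effect; 100% = response of the positive control SU9516; nearly all actives have a fitted effect of over 60% in size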
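Alpha7betagal+/- myoblasts (passage 13) were plated 16-24 hr, then exposed to compounds (1:260 dilution of DMSO stock) for 48 hours at 37C. After MPER lysis, β-galactosidase reporter activity was read as FDG fluorescence (ex 480/em 540) after 30 minutes.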
Giardia killer – Giardia lamblia killing | Giardia lamblia trophozoite viability | activity change, % at 7.66 µM, hits read low | 0.15% of 340,000 active; in the data active = activity change below about -80%; inconclusive = between about -30% and that limit;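 note: parasites exposed to compound for two days anaerobically before the ATP read; % is set by controls: 0 for no effect and ±100 for the full control effect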
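Luminescence from cellular ATP indicates surviving trophozoites (100 cells/well) following 48 hrs anaerobic compound treatment at 37 deg C; signal develops 15-30 min at room temperature.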
S-ASM inh – inhibitors of human secretory acid sphingomyelinase; P17405; placental ASM, HMU-PC fluorogenic substrate, 60 min; 0.006% of 340,000 active; Potency, µM (highest dose often 57.5 µM), inactives show at the top dose activity change, negative = inhibition, hits mostly inhibitors; note: potency is the fitted concentration of half-maximal effect
Target sequence (P17405 47-631 limits assumed): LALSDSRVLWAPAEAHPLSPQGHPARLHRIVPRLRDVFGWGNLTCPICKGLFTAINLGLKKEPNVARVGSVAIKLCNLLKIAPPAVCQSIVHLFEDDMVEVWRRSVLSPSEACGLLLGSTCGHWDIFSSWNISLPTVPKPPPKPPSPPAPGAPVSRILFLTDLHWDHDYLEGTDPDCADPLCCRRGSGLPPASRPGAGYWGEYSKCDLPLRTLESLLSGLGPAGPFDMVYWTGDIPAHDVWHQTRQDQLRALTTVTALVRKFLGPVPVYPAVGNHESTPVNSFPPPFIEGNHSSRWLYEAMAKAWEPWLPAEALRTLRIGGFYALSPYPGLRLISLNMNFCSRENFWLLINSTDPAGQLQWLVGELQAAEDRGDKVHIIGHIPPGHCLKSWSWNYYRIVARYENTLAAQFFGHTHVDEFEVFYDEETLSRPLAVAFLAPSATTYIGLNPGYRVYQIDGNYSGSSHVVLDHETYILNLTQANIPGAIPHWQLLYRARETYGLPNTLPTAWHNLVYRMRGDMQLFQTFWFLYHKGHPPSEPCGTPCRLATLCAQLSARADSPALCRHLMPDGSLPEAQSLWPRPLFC
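Fluorogenic HMU-PC substrate (9 uM final) is turned over by placental ASM in 60 min at 37 C after a 10 min compound preincubation. Reaction ended by alkaline stop (pH 10), with fluorescence read at 386/447 nm.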
GALK inh – inhibitors of human galactokinase | P51570 | Purified GALK, Kinase-Glo residual ATP luminescence | Potency, µM (doses to about 57.5 µM), without a hit: at the top dose activity change, negative = inhibition, hits mostly inhibitors | 0.007% of 270,000 active; note: potency is the fitted concentration of half-maximal effect; % is set by controls: 0 for no effect and ±100 for the full control effect
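Human GALK (5 nM) with 35 uM ATP and 100 uM galactose in 20 mM HEPES pH 8.0, 5 mM MgCl2, 60 mM NaCl, 1 mM DTT, 0.01% BSA. After 1 h at room temperature, leftover ATP was read by Kinase-Glo Plus luminescence.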
PKM2 act – increases activity of human pyruvate kinase M2. P14618. purified PKM2, Kinase-Glo ATP luminescence, activation; response scale: 0% is enzyme alone, no compound. Potency, µM (titrated, usually from 57.5 µM), for inactives: at the top dose activation, actives largely listed as activators. 0.34% of 260,000 active; note: potency is the fitted concentration of half-maximal effect; % is set by controls: 0 for no effect and ±100 for the full control effect; nearly all actives have a fitted effect of over 55% in size
Target sequence (P14618 whole entry, looked up): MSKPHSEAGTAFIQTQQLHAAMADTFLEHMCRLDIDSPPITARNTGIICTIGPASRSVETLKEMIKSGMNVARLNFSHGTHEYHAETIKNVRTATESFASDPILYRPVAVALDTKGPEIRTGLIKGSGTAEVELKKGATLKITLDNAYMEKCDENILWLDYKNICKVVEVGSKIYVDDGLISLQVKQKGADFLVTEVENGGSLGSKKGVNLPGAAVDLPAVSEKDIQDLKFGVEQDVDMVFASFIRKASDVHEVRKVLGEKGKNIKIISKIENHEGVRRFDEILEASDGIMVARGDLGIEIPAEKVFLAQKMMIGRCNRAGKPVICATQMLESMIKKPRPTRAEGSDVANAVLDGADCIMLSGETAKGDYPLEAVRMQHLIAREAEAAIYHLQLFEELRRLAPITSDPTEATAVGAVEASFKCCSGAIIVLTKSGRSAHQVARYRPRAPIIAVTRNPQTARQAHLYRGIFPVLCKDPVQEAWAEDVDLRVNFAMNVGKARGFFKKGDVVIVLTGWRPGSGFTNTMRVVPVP
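Purified hPK-M2 (>95%) run at intermediate activity with 0.1 mM ADP and 0.5 mM PEP in 50 mM imidazole pH 7.2, KCl, MgCl2; 1 h room temperature. ATP formed read by Kinase-Glo luminescence; normalized to uninhibited and no-enzyme controls.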
FBPA coupling cs – counter-screen for Giardia aldolase inhibitors: coupling enzyme system; activity change, negative = inhibition, % at 58.2 µM, hits read low; AID 2472; coupling enzyme system counterscreen, AmpLite Red fluorescence; 0.67% of 290,000 active; in the data active = activity change below about -30%; note: % is set by controls: 0 for no effect and ±100 for the full control effect
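Counterscreen lacking aldolase: glyceraldehyde-3-phosphate coupling-enzyme reagent preincubated 10 min at RT with compound (at 57.5 uM final), then substrate/coupling system with AmpLite Red added; fluorescence read at 525/598 nm after 20 min RT.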
Chronic BCR inh – chronic active BCR signaling inhibition. Potency, µM (highest dose often 46.1 µM), for the others: top-dose ratio change, negative = lower green/red ratio, most hits filed as inhibitors. 0.05% of 340,000 active. ABC-DLBCL IkBa-CBG/CBR reporter, luminescence ratio, 4 h. AID 493014; active = well fitted inhibition curve with a large enough effect in the signal ratio, with a control signal flat, not every such curve was filed as active; inconclusive = small, poorly fitted or top-dose-only effect, or effect the other way, or a change in a side signal; the % refers to the signal ratio;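 note: potency is the fitted concentration of half-maximal effect; plate controls were basal doxycycline-induced cells for no effect and cells given 10 µM MG132 for full effect; MG132 reads +100%, hits lower the ratio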
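TMD8 human ABC-DLBCL cells with doxycycline-inducible IκBα–green luciferase fusion and unfused red luciferase, in 0.5% FBS medium; compounds up to 46 uM, 4 h at 37C. Green/red luminescence ratio, filter-overlap corrected, fitted to concentration-response curves.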
B2AR arrestin – agonists driving beta-arrestin recruitment to human beta2-adrenergic receptor. beta-arrestin recruitment to beta2AR, cell-based reporter. Potency, µM (series often up to 46.1 µM), for the others: top-dose activation, actives largely listed as activators. 0.02% of 330,000 active. P07550. AID 492947;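 note: potency is the fitted concentration of half-maximal effect; 0% = DMSO controls and full agonism = EC100 isoproterenol or metaproterenol; nearly all actives have a fitted effect of over 65% in size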
An asterisk follows results filed as active; ? = inconclusive; nt = no result given; [ ] = another dose, or the depositor's remark. Unless noted, calls come from the whole dose curve; as a rule, active = well fitted curve in the direction sought with a large enough effect; inconclusive = small, poorly fitted or top-dose-only effect, or another doubt; inactive = no such curve, though single readings can be large; an effect the other way counts as inactive or inconclusive.

SMILES	PTAP TSG101 blk	Tb PFK inh	Menin-MLL TR inh	Integrin act MD	Giardia killer	S-ASM inh	GALK inh	PKM2 act	FBPA coupling cs	Chronic BCR inh	B2AR arrestin
CCOc1ccc(N2CC(C(=O)N3CCCCCC3)CC2=O)cc1 (centres undefined)	-5%	0%	0%	15%	-9	2%	0%	-1%	2	-6%	-0.2%
O=C(CS(=O)(=O)c1ccccc1)c1cc2cc(F)ccc2oc1=O	0%	9%	nt	-7%	-21	5%	-14%	nt	nt	?	0.4%
CCOc1ccccc1NC(=O)COc1coc(CN2CCc3ccccc3C2)cc1=O	0%	-2%	nt	-7%	5	5%	nt	nt	nt	2%	-1.5%
c1ccc(Nc2nc(CSc3ncn[nH]3)cs2)cc1	-1%	-1%	19%	-47%[inhibitor]	8	2%	0%	-6%	-1	?	0.4%
CC(C)Oc1cccc(C(=O)C2CCCN(S(C)(=O)=O)C2)c1 (centres undefined)	0%	-2%	-19%	?	-4	-1%	6%	-11%	-3	-19%	-0.1%
CCN1CCCC1CNC(=O)C1c2cc(OC)c(OC)cc2C(=O)N(C)C1c1cccnc1 (centres undefined)	-3%	-3%	1%	27%	7	4%	0%	-3%	3	-6%	-0.1%
CCN1CCN(c2ccc(NC(=O)c3ccco3)cc2)CC1	-12%	-23%	nt	?	9	3%	8%	-2%	nt	1%	-0.7%
Cc1ccc(-n2ncc3c(SCC(=O)Nc4cc(C)on4)ncnc32)c(C)c1	0%	-5%	-24%	-34%	-19	-3%	7%	-2%	0	0%	-0.7%
Cc1ccc(NS(=O)(=O)c2cccc(C(=O)n3ncc(C#N)c3N)c2)c(C)c1	-10%	5%	16%	0%	-4	-3%	3%	5%	7	0%	-0.6%
CCCCn1c(-c2ccc(C(C)(C)C)cc2)nc2cc3[nH]c(=O)c(C(C)C)nc3cc21	-9%	1%	-16%	13%	40[activator]	281%[activator]	nt	1%	-6	?	0.0%
O=C(CCCCCNC(=O)c1ccccc1)N/N=C/c1ccccc1	-4%	-2%	-12%	10%	-14	-1%	-3%	-5%	-6	7%	-0.3%
O=C(c1ccc([N+](=O)[O-])cc1)N1CCN(C2=NS(=O)(=O)c3ccccc32)CC1	-2%	-1%	3%	6%	-3	nt	-3%	-3%	0	3%	0.3%
COc1ccc(/C=C/c2c(-c3ccc(OC)cc3)oc3cccnc23)cc1	-1%	1%	?	4%	-10	nt	nt	-4%	1	?	3.4%
Cc1cc(NC(=O)CSc2nc(=O)n(CCCN(C)C)c3c2CCCC3)no1	1%	12%	nt	-7%	-13	2%	nt	nt	nt	-2%	-1.6%
CCSc1nc(-c2ccccc2)cc(=O)[nH]1	nt	0%	nt	10%	5	1%	nt	nt	nt	-4%	0.1%
COc1ccc(-c2nc(CN3CCC(C(=O)N4CCc5ccccc54)CC3)c(C)o2)cc1OC	-3%	2%	0%	-35%	0	5%	2%	5%	2	?	0.1%
CN1C(=O)C(O)(CC(=O)c2ccncc2)c2ccccc21 (centres undefined)	-4%	0%	-4%	-22%	-18	-1%	-1%	17%	-5	-1%	-1.7%
COc1ccc(C2CC(c3ccccc3)=NN2C(=O)COC(=O)c2cnc(Cl)c(Cl)c2)cc1 (centres undefined)	0%	-3%	-10%	-9%	-29	-4%	1%	-5%	-3	7%	-0.3%
O=C(N/N=C/c1ccc(Br)s1)c1ccco1	-8%	-1%	nt	5%	4	-1%	5%	-8%	1	?	-0.5%
COc1cc(/C=C/C(=O)OCC(=O)NC(=O)NC(C)C)cc(OC)c1OC	-2%	7%	-16%	-26%	6	-1%	-1%	25%	-13	?	-0.8%
COC(=O)C1=C(N)OC2=C(C(=O)CC(C)(C)C2)C1c1cccnc1 (centres undefined)	-1%	-4%	6%	19%	-14	6%	5%	4%	3	1%	-0.7%
CCNC(=S)Nc1cccc(S(=O)(=O)Nc2ccccc2OC)c1	-4%	-1%	nt	6%	2	5%	0%	13%	2	-1%	-0.5%
O=C(CNC(=O)c1sc2ccccc2c1Cl)NCc1ccc(F)cc1	-1%	-2%	nt	41%	-4	0%	nt	nt	nt	-5%	-0.8%
Cc1ccc(NC(=O)c2c(NC(=O)CCC(=O)O)sc3c2CCCCC3)cc1	2%	-7%	?	-16%	-28	3%	-2%	?	-3	6%	-0.7%
COc1cc(OC)c(S(=O)(=O)NC(C)C)cc1C(=O)O	-2%	2%	nt	-22%	17	3%	-1%	-2%	2	5%	-0.1%
The list goes on.
SMILES	PTAP TSG101 blk	Tb PFK inh	Menin-MLL TR inh	Integrin act MD	Giardia killer	S-ASM inh	GALK inh	PKM2 act	FBPA coupling cs	Chronic BCR inh	B2AR arrestin
NC(=O)C1CCN(C(=O)OCc2ccccc2)CC1	0%	6%	-5%	-6%	-6	3%	-3%	2%	-1	1%	-1.7%
O=C(NC1CCSc2ccccc21)c1cccc(Cl)c1 (centres undefined)	-4%	-6%	nt	9%	-3	-3%	-4%	5%	nt	0%	0.2%
CCN(C(=O)CSc1cccc[n+]1[O-])C1CCCCC1	-6%	4%	nt	-1%	12	4%	nt	nt	nt	5%	0.1%
COc1ccc(C(=O)NCc2nnc(SCC(=O)NC3CCCC3)o2)cc1	-4%	1%	13%	-7%	8	-2%	-4%	nt	3	-8%	-0.3%
CCn1c(SCC(=O)Nc2nc(C)cs2)nnc1-c1ccoc1C	-7%	0%	-15%	-5%	13	-1%	0%	3%	5	12%	-0.2%
CCOc1ccc(-c2cnc3ccccc3n2)cc1	0%	-6%	nt	10%	-28	392%[activator]	-1%	-17%	-1	10%	-0.3%
CC1CN(C(=O)c2cc3ccccc3cc2O)CC(C)O1 (centres undefined)	-1%	-4%	nt	24%	-4	6%	nt	nt	nt	-3%	-0.3%
CCC(c1ccccc1)c1nc(-c2cccnc2)no1 (centres undefined)	0%	-1%	-9%	-4%	-27	1%	nt	-1%	4	?	1.7%
O=C(CCS(=O)(=O)c1ccc(Br)cc1)Nc1ccc(Br)cc1F	-1%	?	0%	-36%	-23	-2%	2%	6%	0	0%	-0.5%
N#C/C(=C\C=C\c1ccccc1[N+](=O)[O-])C(=O)NC1CCCCC1	-1%	0%	1%	-70%[inhibitor]	8	-5%	8%	1%	-1	?	3.0%
CCOC(=O)c1c(C)[nH]c(C(=O)CSc2nnnn2-c2ccccc2)c1C	-6%	3%	-25%	6%	-3	-2%	1%	-1%	1	0%	-0.9%
CCN(CC)c1ccc2c(O)cc(=O)oc2c1	-4%	9%	?	18%	-11	8%	7%	-6%	0	0%	-0.4%
CCN(CC)S(=O)(=O)c1ccc2c(c1)N(CC(=O)NCCCN1CC(C)CC(C)C1)C(=O)CO2 (centres undefined)	-5%	-2%	-4%	-18%	3	4%	-1%	0%[0.46 µM]	1	0%	0.0%
COc1ccc(OCC(=O)Nc2ccc(N3CCN(C(=O)c4ccco4)CC3)cc2)cc1	0%	0%	-15%	-20%	-21	1%	-1%	0%	2	-19%	-1.0%
CC(C)C(=O)NNC(=O)c1ccccn1	1%	1%	-8%	-10%	10	2%	0%	0%	-19	9%	6.7%
COc1cnc(SC(C)C)[nH]c1=O	1%	-5%	17%	-4%	-5	-4%	3%	-5%	-3	1%	-1.1%
Cc1ccc(S(=O)(=O)N(C)C)cc1NC(=O)C(C)OC(=O)C1CCC1 (centres undefined)	-7%	-6%	nt	-2%	-13	7%	nt	nt	nt	-1%	0.0%
Cc1cccc(C(=O)NC(C(=O)Nc2ccccc2N2CCOCC2)C(C)C)c1 (centres undefined)	-4%	2%	-7%	12%	-20	-2%	1%	-6%	-1	1%	0.2%
CC(C(=O)N1CCCc2ccccc21)N1CCN(S(=O)(=O)c2ccccc2F)CC1 (centres undefined)	-1%	1%	-2%	-23%	2	1%	-4%	-5%	1	0%	-0.1%
Cc1nc2ccccn2c1C(=O)Nc1ccc(Cl)cc1	-4%	-1%	19%	2%	-1	-4%	-1%	-6%	0	-1%	-0.6%
O=C(Nc1ccccc1)c1ccn[nH]1	-13%	-2%	-20%	24%	-20	0%	1%	-26%	nt	?	-0.3%
Cc1cc(-c2nnc(CCC(=O)N(C)C(C)c3cccs3)o2)no1 (centres undefined)	-2%	2%	nt	8%	-16	-1%	0%	0%	1	?	11%
Clc1ccc(-n2nnnc2-c2ccccc2)cc1Cl	-5%	0%	3%	-20%	-6	0%	-1%	4%	1	3%	0.1%

The list is partial (hit frequency here may not be typical).
